NR2E3 ag-1 = activates human NR2E3 receptor; Q9Y5X4; CHO-S Gal4-NCOR/VP16-NR2E3 two-hybrid, luciferase; inhibition of corepressor binding, % at 3.98 µM; 360,000 tested, 0.35% active; AID 602229;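 active = inhibition above the mean of all tested compounds plus 3 SD, cut at about 70% in these data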;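 also: 0% = DMSO with NR2E3 transfected cells and 100% = cells lacking NR2E3 construct; higher means lower luciferase signal from less NR2E3 corepressor binding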
Target sequence (Q9Y5X4 whole entry, looked up, the tested form may be a part): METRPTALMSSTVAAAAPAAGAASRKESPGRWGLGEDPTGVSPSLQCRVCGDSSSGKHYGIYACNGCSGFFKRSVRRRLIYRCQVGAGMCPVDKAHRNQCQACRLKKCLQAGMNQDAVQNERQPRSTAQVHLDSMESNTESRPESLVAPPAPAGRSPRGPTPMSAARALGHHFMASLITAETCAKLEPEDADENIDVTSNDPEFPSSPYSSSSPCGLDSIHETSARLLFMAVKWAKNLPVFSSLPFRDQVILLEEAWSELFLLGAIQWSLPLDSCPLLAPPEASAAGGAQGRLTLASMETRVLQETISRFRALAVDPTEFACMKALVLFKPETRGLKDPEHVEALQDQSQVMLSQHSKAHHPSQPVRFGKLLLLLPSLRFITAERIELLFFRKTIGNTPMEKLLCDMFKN
Peg3 prom inh = Peg3 promoter activity inhibition; HeLa PEG-Prom luciferase reporter, luminescence, overnight; inhibition, % at 20 µM; 360,000 tested, 1.7% active; AID 588405;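 active = inhibition of at least 50% at 20 µM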
PDI inh = blocks human protein disulfide isomerase activity. P07237. PDI insulin aggregation turbidity, A650, 90 min. inhibition, % at 10 µM. 350,000 tested, 0.052% active. AID 588391;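 active = mean inhibition across replicates of 30% or more, whatever share of single replicates reach that level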;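 also: absorbance from insulin aggregation driven by PDI reduction with DTT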
Target sequence (P07237 whole entry, looked up): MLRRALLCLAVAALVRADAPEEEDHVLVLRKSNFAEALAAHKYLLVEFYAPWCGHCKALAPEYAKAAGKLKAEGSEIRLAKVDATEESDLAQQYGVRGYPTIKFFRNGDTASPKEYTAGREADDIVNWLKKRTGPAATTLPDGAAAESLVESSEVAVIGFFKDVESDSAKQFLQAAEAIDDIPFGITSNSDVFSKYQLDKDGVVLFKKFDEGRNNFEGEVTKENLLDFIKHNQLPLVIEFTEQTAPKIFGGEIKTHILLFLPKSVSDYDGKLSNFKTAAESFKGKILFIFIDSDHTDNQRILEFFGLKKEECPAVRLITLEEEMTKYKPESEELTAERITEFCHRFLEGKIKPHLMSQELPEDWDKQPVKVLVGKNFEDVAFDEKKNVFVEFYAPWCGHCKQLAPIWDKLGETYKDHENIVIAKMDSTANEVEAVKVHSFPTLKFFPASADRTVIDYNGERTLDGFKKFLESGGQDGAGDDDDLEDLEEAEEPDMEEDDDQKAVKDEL
CaV13 ICDI inh = Disruptors of the CACNA1D IQ motif to Ca2+-dependent inactivation inhibitor domain association, primary screening, Förster resonance energy transfer in intact living …; HEK cells, CFP/YFP FRET ICDI-IQ, plate reader, 10 min; percent FRET-ratio fall versus neutral wells; inhibition, % at 12.3 µM; 340,000 tested, 0.098% active;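 active = mean replicate inhibition of at least 30% and at least 1% of replicates passing that level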;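 also: 0% = median of the neutral control wells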
Vif inh = inhibitors of HIV Vif; HEK293T cells, Vif self-association by quenched fluorescence, imaging, 24 h; inhibition, % at 7.49 µM; 340,000 tested, 0.35% active; AID 602346; in the data active = inhibition above about 50%, passing the limit was not always enough; also: some results filed as inactive read as strong as hits
HIF-2a inh = inhibitors of HIF-2a; 786-0 RCC cells HIF-2a reporter, luciferase luminescence, overnight; inhibition, % at 18.8 µM; 360,000 tested, 0.72% active; AID 624352;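 active = inhibition of the luminescence signal of 40% or more relative to plate controls, in a single-dose primary screen at 18.75 µM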
iPSC survival up = increases survival of single human iPS cells; hiPSC single-cell survival, ATPlite luminescence; 100% = ROCK inhibitor wells, 0% = DMSO; survival enhancement, % at 20 µM; 360,000 tested, 0.044% active; in the data active = survival enhancement above about 18%;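 also: cells exposed to compounds for 16 hours before the ATP read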
aDG glyco up = alpha-DG glycosylation activation | Pro5-aDG cells, alpha-DG glycosylation AlphaScreen (IIH6); 0% Pro5, 100% B10-LARGE cell signal | activation, % at 10 µM | 360,000 tested, 0.22% active | AID 624168;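 active = activation of at least 8% versus controls, or a plate z-score of at least 8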;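 also: Pro5 are CHO cells carrying HIG-tagged alpha-DG that lacks glycosylation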
NR2E3 ag-2 = activates human photoreceptor nuclear receptor NR2E3; AID 2300; Q9Y5X4; GST-NR2E3/biotin-RetCOR TR-FRET, 1536-well; inhibition of corepressor binding, % at 4.78 µM; 320,000 tested, 0.12% active;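 active = percent inhibition above the cutoff of mean plus 3 SD of all tested compounds, set per screening campaign, cut at about 20% in these data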;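 also: 0% = DMSO wells and 100% = biotin wells as full block of FRET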
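Material: NR2E3–RetCOR corepressor complex / Amount: 1.35 nM GST-NR2E3 / Medium: Tris pH 7.5 / Compound: single nominal compound dose of 4.8 µM / Incubation: 5 h at 4 °C / Technique: TR-FRET, Eu(K)-anti-GST donor, streptavidin-D2 acceptor, ex 340, em 617/671 nm / Read-out basis: percent loss of FRET ratio relative to control wells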
MITF TRPM1 inh = inhibitors of MITF-driven TRPM1 promoter in melanoma cells; SK-MEL-5 TRPM1 promoter luciferase, 24 h; inhibition, % at 12.5 µM; 330,000 tested, 0.83% active;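 active = mean inhibition across replicates of 60% or more, whatever share of single replicates reaches that level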; also: values of inactives mirror those of a sister screen read the other way
Exocytosis inh = blocks lytic granule exocytosis; TALL-104 LAMP-1 surface exposure, flow cytometry; cells stimulated with thapsigargin and PMA; inhibition, % at 10 µM; 360,000 tested, 0.66% active;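 active = inhibition above about 55%, limit read from the data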
Numbers without * were called inactive; / = not tested or not shown.

SMILES	NR2E3 ag-1	Peg3 prom inh	PDI inh	CaV13 ICDI inh	Vif inh	HIF-2a inh	iPSC survival up	aDG glyco up	NR2E3 ag-2	MITF TRPM1 inh	Exocytosis inh
COc1ccc(N(C(=O)c2ccco2)S(=O)(=O)c2ccccc2)cc1	-24	-15	7	-8	0	-55	7.2	0.3	-1	6	2
CCC(=O)N1CCN(c2nc(-c3ccccc3)c3c(c2C#N)CCCC3)CC1	-4	23	-5	-8	-19	5	0.7	0.1	2	2	3
CC(=O)CC1=NC(C)(C)Cc2ccccc21	8	-4	1	-2	-5	25	-1.3	-0.4	0	13	-4
COc1ccc2[nH]c3c(c2c1)CCN1C(=O)C(CC(=O)NC(C)(C)C)C[C@H](C(=O)N2CCOCC2)[C@@]31CCC1CCCC1 (some centres not stated)	-12	12	-13	-8	17	2	-2.0	0.3	/	2	-2
CCCCNC(=O)O[C@@H]1C[C@H]2CCCC(=O)N3CC[C@@H](C1)[C@@H]23	11	-11	3	12	18	1	6.9	0.1	0	-3	1
Cn1c(N2CCN(C(c3ccccc3)c3ccccc3)CC2)nc2ccccc21	13	29	-1	-1	-2	10	-0.2	0.0	1	8	38
CCN(CC)C(=S)Nc1ccc(Cl)c(Cl)c1	-6	15	-1	3	13	10	-1.6	0.0	1	9	-2
CS(=O)(=O)N(CC(=O)N1CCN(c2ccccc2)CC1)c1ccccc1Cl	-13	14	-3	-9	/	-5	-0.9	0.0	0	-6	-2
O=C(NC(=S)Nc1ccccn1)c1ccc([N+](=O)[O-])cc1	-101	-238	-3	-6	4	-244	-0.9	0.0	1	-76	-1
C=CCn1c(CNc2ccc(C)cc2)nnc1SCC(=O)N/N=C/c1ccc(O)cc1O	-15	35	16	/	9	3	-3.1	-0.1	-4	2	3
CC(=O)N1CCC2(CC1)CC(=O)c1cc(OCC(=O)NCc3ccco3)ccc1O2	0	21	-4	-8	8	0	-1.2	0.0	3	2	-3
O=[N+]([O-])c1ccc(N2CCN(c3cccc(Cl)c3)CC2)cn1	6	-37	4	-4	6	-44	0.4	0.5	0	-5	42
NC(=O)CCN1CCCCC1	3	3	-1	8	-1	11	-0.6	-0.1	-2	-7	1
COc1ccc(C(=O)/C=C/c2ccccc2F)c(OC(=O)c2ccc([N+](=O)[O-])cc2)c1	-58	-83	5	-5	/	-81	-2.6	-0.1	-1	-6	1
C#CC1(O)CCCC2C3CCC4CC(OC(C)=O)CCC4(C)C3C(=O)CC21C (configuration not stated)	4	4	1	-4	6	14	-1.4	0.3	/	12	-3
CCOc1ccc2ncc(S(=O)(=O)c3ccccc3)c(N3CCN(c4ccc(OC)cc4)CC3)c2c1	-12	2	2	-3	-1	12	-0.7	-0.1	1	-21	4
COC(=O)C1SCC2C(=O)N(Cc3ccccc3)CC(=O)N21 (configuration not stated)	-4	16	-6	4	3	17	1.4	-0.2	-2	8	-2
CCOC(=O)[C@@H]1[C@H]2COc3cc(OC)ccc3[C@H]2N2C(=O)N(c3ccc(C)cc3)C(=O)[C@@]12C	2	-1	2	-6	9	0	-1.1	-0.3	1	-3	0
CCN1CCN(CCNC(=O)CCc2c(C)c3c(C)nn(-c4ccccc4)c3n(C)c2=O)CC1	-17	17	3	/	-6	5	0.0	0.4	3	-22	9
O=c1cc(CSc2ccc(Cl)cc2)nc(N2CCCCC2)[nH]1	7	9	0	-3	-6	-9	-2.4	-0.4	-1	5	1
Cc1ccn(CC(=O)N2CCCC(N3CCN(c4ccccc4F)CC3)C2)n1 (configuration not stated)	-15	19	0	-15	3	6	-0.5	-0.1	/	6	-1
CCCN1CCC(=O)N([C@H](CSc2ccc(Br)cc2)c2ccccc2)CC1	-48	-241	1	-8	-3	-226	-1.2	1.1	-2	-94	-4
COc1ccc2[nH]c3c(c2c1)CCNC3=O	-19	0	-2	-11	0	-20	-1.7	0.2	3	19	3
O=C(CSc1ccccc1)Nc1nnc(COc2ccc(Cl)cc2)s1	-34	-7	11	-4	-7	15	-0.5	-0.1	0	-8	-1
COC(=O)c1ccccc1CON1C(=O)C(C)(C)N(OCc2ccccc2C(=O)OC)C(=O)C1(C)C	13	15	7	-7	-6	13	3.2	0.1	-3	7	-1

Random excerpt: two records from the list
SMILES	NR2E3 ag-1	Peg3 prom inh	PDI inh	CaV13 ICDI inh	Vif inh	HIF-2a inh	iPSC survival up	aDG glyco up	NR2E3 ag-2	MITF TRPM1 inh	Exocytosis inh
COc1ccc2[nH]c3c(c2c1)CCN1C(=O)C(CC(=O)NC(C)(C)C)C[C@H](C(=O)N2CCOCC2)[C@@]31CCC1CCCC1 (some centres not stated)	-12	12	-13	-8	17	2	-2.0	0.3	/	2	-2
CS(=O)(=O)N(CC(=O)N1CCN(c2ccccc2)CC1)c1ccccc1Cl	-13	14	-3	-9	/	-5	-0.9	0.0	0	-6	-2

Next section
SMILES	NR2E3 ag-1	Peg3 prom inh	PDI inh	CaV13 ICDI inh	Vif inh	HIF-2a inh	iPSC survival up	aDG glyco up	NR2E3 ag-2	MITF TRPM1 inh	Exocytosis inh
Cn1c(-c2ncc(F)cc2F)cc2onc(-c3c(F)cccc3Cl)c2c1=O	-93	-291	4	-10	-5	-212	1.3	0.0	/	-83	2
Cc1ccccc1-c1cnc2c(c1)C(=O)N([C@H](C)CO)C[C@@H](C)[C@H](CN(C)C(=O)c1ccncc1)O2	-2	-12	-2	-10	2	8	1.9	-0.3	/	/	1
O=C(CC1SC(N2CCCC2)=NC1=O)Nc1ccc(C(=O)NCc2ccccc2F)cc1 (configuration not stated)	-22	-18	-2	-6	4	0	2.0	0.0	/	/	-6
N#Cc1c(SCc2c(Cl)cccc2Cl)nc(N)[nH]c1=S	-20	-17	3	-7	-3	3	-1.5	-0.1	2	4	2
CC1(C(=O)NS(=O)(=O)c2cccc(Cl)c2)CCN1C(=O)CCc1ccccc1 (configuration not stated)	-6	-11	-11	-5	5	6	-1.2	-0.1	/	/	19
O=C(Cn1nnc(-c2ccc3c(c2)OCO3)n1)NCc1ccccc1	-3	2	4	-3	4	14	-0.3	-0.2	1	-2	1
CS(=O)(=O)N(CC(=O)NCc1ccco1)c1ccc2c(c1)OCO2	6	-1	-2	-5	-2	11	2.5	-0.1	2	-1	1
CCN(CC)S(=O)(=O)c1ccc(N=Nc2c(C)[nH]n(C(N)=S)c2=O)cc1	-38	-66	-1	-4	/	-111	2.2	-0.3	-1	-26	-2
Cc1nnc(NC(=O)CCCN2C(=O)c3ccccc3C2=O)s1	12	2	-3	-5	11	0	0.2	0.1	1	10	1
Cc1ccc(O)c(NC(=O)c2cc(C)no2)c1	9	-9	2	-19	4	-51	0.7	-0.3	1	4	-1
CCOC(=O)c1[nH]c(C=O)c(C(=O)OCC)c1C	-4	3	6	-18	-1	-15	-0.2	-0.7	1	13	8
CCOc1ccc(S(=O)(=O)n2nc(C)cc2C)c2ccccc12	-11	-3	0	/	1	-12	0.9	0.1	5	9	0
C=CCNC(=O)/C(=C\c1ccc([N+](=O)[O-])cc1)NC(C)=O	-3	12	-1	/	-4	1	4.2	-0.2	1	2	2
CCCn1c(C)cc(C(=O)COc2ccc(S(=O)(=O)N(CC)CC)cc2[N+](=O)[O-])c1C	30	22	12	-3	0	-5	-0.4	-0.2	-5	5	-1
CC(C)C(=O)Nc1cccc(C(=O)Nc2nncs2)c1	-15	7	6	-5	-2	14	-2.1	0.0	1	-10	0
CCNC(=O)CC1C(=O)N(c2ccccc2)C(=O)N1CCC(C)C (configuration not stated)	-38	2	1	-5	-3	4	-0.6	-0.3	2	1	-3
Cc1ccc(Oc2nccc(-c3ccc(Cl)cc3)n2)cc1	-51	-154	-8	/	-3	-101	3.3	0.2	4	-71	-1
CC(=O)Nc1cccc(-c2ccnc3c2CC(C(=O)Nc2ccc(F)c(Cl)c2)O3)c1 (configuration not stated)	-6	29	-3	-7	-22	19	-1.2	0.3	/	/	0
CC(CN1CCCCC1)OC(=O)c1ccc(Cl)cc1Cl (configuration not stated)	16	-47	9	/	4	-27	-0.6	-0.2	1	-8	-2
O=C(c1ccco1)N1CCN(C(=O)c2ccccc2OC(=O)C23CC4CC(CC(C4)C2)C3)CC1	-20	18	-2	/	0	12	-1.8	-0.2	/	-1	4
O=C1NC(=S)N/C1=C/c1cccc2ccccc12	-19	-142	-3	-20	-6	-185	-0.6	0.1	-5	-40	-11
Cc1ccc(C)c(OC(=O)c2cncc(Br)c2)c1	-5	13	10	-5	3	3	1.7	0.0	3	12	1
CC1Cc2ccccc2N1S(=O)(=O)c1cccs1 (configuration not stated)	-5	25	7	-11	19	17	-0.4	0.0	5	24	0
COc1ccc(C(=O)c2c3ccc(OC)cc3[n+]([O-])n2Cc2ccc(C(N)=O)cc2)cc1	-129	-232	0	-6	-12	-170	-0.5	0.2	2	-50	-8
O=C(CNC(=O)C1CCCCC1)OCC(=O)c1ccc(F)cc1	4	2	-13	-5	2	5	4.1	-0.2	2	1	-3

An excerpt from above with just MITF TRPM1 inh.
| canonical_smiles | MITF TRPM1 inh |
| --- | --- |
| Cc1ccc(O)c(NC(=O)c2cc(C)no2)c1 | 4 |
| O=C(c1ccco1)N1CCN(C(=O)c2ccccc2OC(=O)C23CC4CC(CC(C4)C2)C3)CC1 | -1 |

(further entries)
SMILES	NR2E3 ag-1	Peg3 prom inh	PDI inh	CaV13 ICDI inh	Vif inh	HIF-2a inh	iPSC survival up	aDG glyco up	NR2E3 ag-2	MITF TRPM1 inh	Exocytosis inh
Cc1ccc(S(N)(=O)=O)cc1NC(=O)C1CC2CCC1C2 (configuration not stated)	-10	12	-22	-7	/	9	-0.1	-0.2	0	3	-2
CCOC(=O)C(C)On1c(-c2cccc(Cl)c2)nc2ccc([N+](=O)[O-])cc21 (configuration not stated)	-78	-187	5	-4	-7	-255	-1.1	0.9	-1	-24	6
Cc1cc(NC(=O)CSc2nnc(Nc3ccccc3)s2)no1	0	4	-5	/	6	3	1.6	-0.1	2	0	7
O=C(c1ccccc1NS(=O)(=O)c1cccc2cccnc12)N1CCOCC1	-14	16	0	-3	28	16	-0.7	0.2	-1	9	0
O=C(Nc1ccccc1)n1cc(-c2ccccn2)c(N2CCOCC2)n1	-22	-10	0	9	-1	-9	-2.7	-0.3	1	5	3
CC1CCCC(N2CCN(C(=O)c3cccc(F)c3)CC2)C1 (configuration not stated)	-8	11	6	-7	2	4	-1.5	-0.1	3	-7	0
O=Cc1ccc(O)c2ncccc12	69	39	10	/	-2	9	0.2	-0.3	/	63*	20
Cc1nc2sc3c(c2c(=O)[nH]1)CCCC3	7	-11	2	20	5	-18	0.7	0.0	-2	-13	2
CC(C)NC(=O)C1CCN(C2CCN(C(=O)/C=C/c3cccs3)CC2)CC1	5	12	-7	-15	4	7	0.1	0.1	0	-2	-1
COCc1cc(C)nc(SCC(=O)Nc2cccc(C)c2C)c1C#N	-20	5	0	-9	/	8	-1.6	0.5	-1	5	-1
CCCCc1ccc(/C(C)=N/Nc2cc(N3CCOCC3)nc(C)n2)cc1	47	9	-18	-11	-6	15	-0.5	0.2	-1	-5	0
CC(C)c1ccc(S(=O)(=O)N2CCN(CC(=O)Nc3ccc4c(c3)OCO4)CC2)cc1	-47	18	6	-2	-5	-2	2.6	0.1	3	0	-3
COc1ccc(CN2CCN(c3cccc(C)c3C)CC2)cc1OC	-17	16	-4	-4	-6	22	0.0	0.5	0	19	-4

Rows were taken by chance; any-hit rate near 3.5%.
